# Screens: PubChem BioAssay, National Center for Advancing Translational Sciences (NCATS)
# JMJD2E inh – blocks human JMJD2E demethylase activity | Potency, µM (highest dose often 57.1 µM), inactives show top-dose activity change, negative = inhibition, actives largely listed as inhibitors | B2RXH2 | AID 2147 | actives 1.6% (n = 230,000) | JMJD2E catalytic domain, FDH-coupled NADH fluorescence (FDH is formaldehyde dehydrogenase); active means well fitted inhibition curve with a large enough effect, not every such curve was filed as active; inconclusive means small, poorly fitted or top-dose-only effect, or another doubt; inactive means no such curve, though single readings can be large or run the other way;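 further: 0% = wells with enzyme and -100% = buffer wells without enzyme; nearly all actives have a fitted effect of over 50% in size; many of its hits are not listed in these tables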
# Target sequence (B2RXH2 1-337 limits assumed): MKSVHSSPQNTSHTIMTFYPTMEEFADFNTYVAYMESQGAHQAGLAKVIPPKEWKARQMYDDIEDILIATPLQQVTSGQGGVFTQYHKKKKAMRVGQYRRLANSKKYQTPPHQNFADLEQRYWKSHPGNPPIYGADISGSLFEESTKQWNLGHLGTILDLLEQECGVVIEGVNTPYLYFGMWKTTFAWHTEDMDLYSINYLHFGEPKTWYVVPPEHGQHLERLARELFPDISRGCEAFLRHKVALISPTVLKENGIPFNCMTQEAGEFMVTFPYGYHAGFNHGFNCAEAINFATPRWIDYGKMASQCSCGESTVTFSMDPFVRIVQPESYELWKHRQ
# ALDH1A1 inh – inhibitors of human aldehyde dehydrogenase 1A1; Purified ALDH1A1, NADH fluorescence, propionaldehyde substrate; Potency, µM (highest dose often 75.3 µM), inactives show at the highest dose activity, negative = inhibition, most hits filed as inhibitors; actives 7.3% (n = 220,000); AID 1030; active means well fitted inhibition curve with a large enough effect, not every such curve was filed as active; inconclusive means small, poorly fitted or top-dose-only effect, or another doubt; inactive means no such curve, though single readings can be large or run the other way;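 further: plate controls were no enzyme wells and a reference inhibitor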
# Target sequence (P00352 whole entry, looked up): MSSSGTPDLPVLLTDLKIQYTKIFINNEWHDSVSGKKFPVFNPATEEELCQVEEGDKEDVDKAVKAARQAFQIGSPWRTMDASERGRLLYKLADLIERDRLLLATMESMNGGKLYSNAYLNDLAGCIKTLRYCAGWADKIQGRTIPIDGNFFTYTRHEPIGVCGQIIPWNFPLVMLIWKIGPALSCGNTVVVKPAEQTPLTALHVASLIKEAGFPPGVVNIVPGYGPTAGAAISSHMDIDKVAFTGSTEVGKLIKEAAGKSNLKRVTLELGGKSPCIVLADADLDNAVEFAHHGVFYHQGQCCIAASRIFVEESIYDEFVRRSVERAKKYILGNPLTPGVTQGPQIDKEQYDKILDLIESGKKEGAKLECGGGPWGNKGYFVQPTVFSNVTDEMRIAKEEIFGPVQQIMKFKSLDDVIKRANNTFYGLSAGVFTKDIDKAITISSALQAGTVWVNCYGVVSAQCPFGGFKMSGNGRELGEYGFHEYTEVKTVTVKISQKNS
# SMN2 splice up – enhancers of SMN2 splice variant expression | HEK293 SMN2-luciferase splicing reporter, luminescence, 30-36 h | Potency, µM (highest dose often 46.1 µM), without a hit: at the top dose activity change, positive = activation, usual class: activators | actives 2.8% (n = 210,000) | AID 1458; further: % of control where 0% means no effect; nearly all actives have a fitted effect of over 55% in size
#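 HEK293 cells carry an SMN2 […]–luciferase reporter in which exon 7 inclusion puts luciferase in frame. Cells were plated 10-12 h before compound addition, then incubated 30-36 h at 37C. ONE-Glo luminescence was read; sodium butyrate at 4.5 mM final served as control.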
# L3MBTL1 block – L3MBTL1 (human) inhibition; Q9Y468; AlphaScreen L3MBTL1–H3K9me1 peptide binding; Potency, µM (titrated, usually from 57.1 µM), inactives show at the highest dose activity, negative = inhibition, actives largely listed as inhibitors; actives 0.66% (n = 230,000); further: on the % scale 0 is the no-effect control and ±100 the full control effect; nearly all actives have a fitted effect of over 60% in size
#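 AlphaScreen proximity signal between nickel-chelate acceptor and streptavidin donor beads (final 10 ug/mL) reports binding of 50 nM L3MBTL1 to 75 nM biotin-H3 K9me1 peptide; complex incubated with compounds 30 min at room temperature; cefsulodin titration as control.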
# RECQ1 inh – RECQ1 (human) helicase inhibition | actives 0.54% (n = 240,000) | Potency, µM (highest dose often 57.3 µM), for inactives: top-dose activity, negative = inhibition, usual class: inhibitors | RECQ1 DNA unwinding, red fluorescence kinetic read;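 further: plate controls were vehicle for no effect and no enzyme for full effect; nearly all actives have a fitted effect of over 30% in size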
#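 50 nM RECQ1T1 preincubated 15 min with compound in Tris pH 8.0 buffer with MgCl2, DTT, Tween-20 and 2.5 ug/ml poly(dI-dC); started with 200 nM TAMRA/BHQ-2 forked duplex and 2 mM ATP. Unwinding read as fluorescence (525/598 nm), two reads 2 h apart.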
# Tau ThT inhib – inhibitors of human tau fibril formation, thioflavin T binding; actives 2.1% (n = 270,000); Potency, µM (top dose mostly 57.4 µM), inactives show top-dose activity, negative = inhibition, hits mostly inhibitors; P10636; AID 1460; recombinant tau K18 P301L (four-repeat tau fragment), heparin-induced fibrillization, ThT fluorescence; further: on the % scale 0 is the no-effect control and ±100 the full control effect; nearly all actives have a fitted effect of over 55% in size
# Target sequence (P10636 561-689 P618L limits assumed): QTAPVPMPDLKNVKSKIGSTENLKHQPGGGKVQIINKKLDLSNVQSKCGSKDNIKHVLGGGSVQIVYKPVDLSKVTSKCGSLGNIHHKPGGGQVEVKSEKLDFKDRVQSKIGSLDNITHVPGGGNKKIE
#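 Tau K18 P301L fragment (15 uM unlabeled plus 0.24 uM Alexa 594-labeled) in 100 mM sodium acetate pH 7 with compound, fibrillization induced by 20 uM heparin for 6 hr at 37 C. Thioflavin T (30 uM) added, fluorescence read after 1 hr (ex 450, em 510 nm).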
# Lamin A splicing – changes lamin A minigene splicing in HeLa cells; Potency, µM (top dose mostly 46.1 µM), for the others: at the highest dose ratio change, negative = inhibition, most hits filed as inhibitors; HeLa LMNA splicing GFP/RFP minigene ratio, 48 h; AID 1487; actives 0.01% (n = 200,000); active means well fitted inhibition curve with a large enough effect in the signal ratio, with a control signal flat, not every such curve was filed as active; inconclusive means small, poorly fitted or top-dose-only effect, or effect the other way, or a change in a side signal; the % refers to the signal ratio; further: on the % scale 0 is the no-effect control and ±100 the full control effect
#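 Read-out is the ratio of GFP to DsRed2 object intensity, acquired by 488 nm laser-scanning cytometry on HeLa lamin A-EGFP minigene reporter cells. Compound incubation 48 hrs at 37 °C in Opti-MEM with 2% FBS; DMSO 0.5% final.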
# Luc counter – counter-screen: inhibitors of Kinase-Glo firefly luciferase | Kinase-Glo luciferase, ATP luminescence, 8 min | actives 0.28% (n = 200,000) | Potency, µM (highest dose often 38.3 µM), without a hit: top-dose activity change, negative = inhibition, most hits filed as inhibitors; further: on the % scale 0 is the no-effect control and ±100 the full control effect; nearly all actives have a fitted effect of over 60% in size
#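 Kinase-Glo luciferase light output from ATP and luciferin was measured with 10 uM ATP, within the enzyme's linear range. Buffer: 50 mM imidazole pH 7.2, 50 mM KCl, 7 mM MgCl2, 0.01% Tween 20, 0.05% BSA; luminescence read after 8 min at ambient temperature.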
# An asterisk follows results filed as active; i = inactive; ? = inconclusive; . = not tested or not shown; [ ] = remark or other dose. Unless noted, the call rests on the fitted dose curve; in most records, active means well fitted curve in the direction sought with a large enough effect; inconclusive means small, poorly fitted or top-dose-only effect, or another doubt; inactive means no such curve, though single readings can be large; an effect the other way counts as inactive or inconclusive. Potency means the concentration at half of the fitted maximal effect. Only part of the results is shown; count on the stated rates, not on these rows.
Structure	JMJD2E inh	Lamin A splicing	Tau ThT inhib	Luc counter	RECQ1 inh	ALDH1A1 inh	SMN2 splice up	L3MBTL1 block
Nc1scc(-c2ccncc2)c1Cl	1%	-8%	?	-3%	-18%	0%	?	-2%
CCc1n[nH]c(=S)n1/N=C/c1ccc(NC(C)=O)cc1	-5%	?	-4%	3%	-13%	-4%	-8%	0%
COc1ccc(/C=N/NC(=O)c2c(C)nnn2-c2nonc2N)cc1OC	?	.	-6%	0%	i	-11%	-2%	20%
Fc1ccc(Br)cc1C1C=C(c2ccc(Br)s2)Nc2ncnn21 (stereo not given)	28µM*	?	-13%	5%	0%	?	-53%[inhibitor]	-5%
COC(CNC(=O)c1cc(-c2ccncc2)nc2ccc(S(=O)(=O)N3CCOCC3)cc12)OC	-8%	.	-9%	11%	-6%	3%	0%	.
O=C(O)c1ccc(NC(=O)c2cn(-c3ccccc3)nc2-c2ccccc2)cc1	-4%	-13%[46 µM]	-2%	1%	i	1%	?	-7%
COc1ccc(NC(=O)Nc2nc3ccccc3s2)cc1	2%	.	?	.	i	.	.	4%
Cn1c(=O)c2c(ncn2CC(=O)Nc2cccc(S(=O)(=O)Nc3ccccc3F)c2)n(C)c1=O	-4%	21%[46 µM]	5%	-2%	i	7.9µM*	-12%	8%
CCOC(=O)c1ccccc1OC(=O)CS(=O)c1ccccc1[N+](=O)[O-] (stereo not given)	-25%	-8%[46 µM]	?	2%	16%	22µM*	-5%	-8%
CC(C)C(NC(=O)c1ccccc1F)C(=O)NCCc1ccccn1 (stereo not given)	1%	.	-4%	3%	6%	3%	?	.
CCc1cc2cc(C)c(C)cc2nc1SCC(=O)NNC(=O)c1ccco1	3%	-3%	-3%	-4%	14%	?	-11%	-6%
Cc1nn(Cc2ccccc2Cl)c(C)c1NC(=O)Cn1nc([N+](=O)[O-])c(Cl)c1C	5%	5%	-10%	9%	10%	9%	-7%	0%
CNC(=O)C(=O)Nc1c(C)cc(C)cc1C	9%	2%	8%	-1%	i	18%	4%	1%
CC(C)(C)OC(=O)NCCCCCC(=O)N/N=C/c1coc2ccccc2c1=O	3%	.	?	.	i	.	.	1%
CC(=O)Nc1ccc(S(=O)(=O)NNC(=O)c2ccc(C)cc2)cc1	-1%	5%	-4%	17%	-5%	3%	-14%	.
c1csc(-c2csc3nc(CN4CCOCC4)nc(NCc4ccc5c(c4)OCO5)c23)c1	-4%	?	?	-1%	-5%	?	-9%	?
CCN1CCN(CC(O)COc2ccc(C(C)=O)cc2)CC1 (stereo not given)	0%	8%	-5%	14%	-5%	-3%	14%	1%
Cc1c(C(=O)N2CCCCC2)nn(-c2ccc(Cl)cc2)c(=O)c1C#N	-25%	?	-15%	-3%	i	4%	-7%	.
COc1ccc(-c2cnnc(N/N=C/c3ccc(O)cc3)n2)cc1	35%[activator]	.	?	-3%	-2%	16%	27%	0%
c1ccc(COc2cccc(CNCc3ccccn3)c2)cc1	5%	.	-2%	0%	15%	?	-15%	-17%
COc1cc(CNCCc2ccccc2)cc(Cl)c1OCc1ccccc1	-13%	.	-17%	1%	i	?	-68%[inhibitor]	26%
COc1cc(C2c3c(oc4ccccc4c3=O)C(=O)N2c2ccc(C)cn2)ccc1O (stereo not given)	-3%	-16%	3%	4%	10%	7%	-3%	1%
COC(=O)c1ccc(NC(=O)C2CCCN2S(=O)(=O)c2ccc(OC)cc2)cc1 (stereo not given)	5%	3%	-11%	-3%	-2%	?	-54%[inhibitor]	-5%
Cc1ccccc1-c1ccccc1N	-6%	10%	-1%	1%	0%	9%	5%	4%
Cc1ccc(CN2CCN(/N=C/c3ccc(C)s3)CC2)cc1	5%	-6%	-17%	0%	-6%	-1%	-12%	-23%
CCOC(=O)c1cc2c(=O)n3cccc(C)c3nc2n(CCOC)c1=NC(C)=O	?	.	-9%	.	-5%	.	.	-9%
C[C@@H](NC(=O)c1nc[nH]c1C(=O)N[C@@H](Cc1ccccc1)C(=O)OCc1ccccc1)c1ccccc1	0%	.	2%	.	-26%	9%	.	-16%
CC(C)CCN(CCC(C)C)C(CO)(CO)CO	-10%	.	-1%	-1%	11%	28µM*	.	8%
CCc1cc2ccccc2nc1SCC(=O)N1CCN(C(=O)c2ccco2)CC1	-2%	?	?	0%	10%	-14%	11%	2%
CN(Cc1ccccc1)C(=O)COC(=O)C1CCN(S(=O)(=O)c2cccs2)CC1	-3%	-12%[46 µM]	-2%	2%	i	?	17%	-10%
COC(=O)c1ccc(CNC(=O)COC(=O)C23CC4CC(CC(C4)C2)C3)cc1	1%	?	-11%	1%	-3%	?	-4%	5%
CC1CCN(Cc2cc(=O)oc3ccc4ccccc4c23)CC1	?	.	-6%	.	i	.	.	28%
CC(C)C(=O)Nc1nnc(SCC(=O)NCC2CCCO2)s1 (stereo not given)	-3%	.	2%	1%	2%	2%	5%	19%
O=c1[nH]nc(Sc2ncnc3sccc23)n1CCc1ccccc1	5%	?	-10%	-1%	i	?	-23%	2%
N#CC(C#N)=C(Nc1ccc(F)cc1)SCc1cccc(F)c1	-22%	?	?	9%	-6%	5%	-81%[inhibitor]	6%
Cc1ccc(NC(=O)O/N=C/c2c(C)nn(C(C)(C)C)c2C)cc1Cl	-15%	.	?	.	-10%	?	.	0%
CCCc1cc(=O)oc2cc(OCC(=O)Nc3cc(C)on3)ccc12	?	-4%	-1%	1%	i	?	-2%	3%
CS(=O)(=O)NCC(c1cccnc1)N1CCN(c2ccccc2F)CC1 (stereo not given)	3%	.	4%	.	10%	.	.	3%
CN1CCc2nc(SCCOc3ccccc3)c(C#N)cc2C1	?	24%	?	4%	2%	?	-12%	-8%
CC(C)Cn1nc(NC(=O)c2ccco2)c2cc3ccccc3nc21	?	.	-10%	.	i	.	.	56%[activator]
COc1ccc(NC(=O)CSCC(=O)N2c3ccccc3CCc3ccccc32)cc1	3%	-11%	-9%	-1%	-4%	?	-6%	-10%
CC(=O)c1cccc(NC(=O)COc2cc3oc(=O)c(CC(C)O)c(C)c3cc2Cl)c1 (stereo not given)	7%	2%	1%	2%	-12%	?	-25%	-6%
COC(=O)CNC(=O)COC(=O)c1cc(F)c(F)cc1Cl	2%	14%	-3%	1%	i	-3%	-8%	.
CCOC(=O)CSc1nnc(-c2cccc(Br)c2)o1	7%	8%	-10%	-4%	-3%	-5%	-5%	18%
Cc1nc2ncnn2c(C)c1Cc1cccc(F)c1	-7%	14%[46 µM]	3%	5%	i	6%	-5%	8%
Cc1sc2nc3c(C(=O)N4CCCC4)cc(C(=O)c4ccccc4O)cn3c(=O)c2c1C	?	?	?	-1%	i	20µM*	1%	-9%
O=C(Cc1cccs1)NCc1ccccc1	1%	-1%	14%	-3%	-1%	4%	16%	3%
CCOc1ccccc1NC(=O)NCc1ccc(F)cc1	5%	.	1%	0%	i	4%	25%	1%
CC(C)CC(NC(=O)CNC(=O)C1O[C@@H]2OC(C)(C)O[C@@H]2[C@H]2OC(C)(C)O[C@@H]12)C(=O)O (stereo not given in full)	-9%	25%[46 µM]	-6%	.	0%	11%	.	.
O=C(CN1C(=O)c2ccccc2S1(=O)=O)NC1CCCC1	-3%	-11%	-11%	2%	2%	-2%	8%	-2%
CC(C)NC(=O)c1cnc(Sc2ncc(C(F)(F)F)cc2Cl)n1C	4%	-10%	-5%	0%	i	5%	-25%	.
CCC(=O)Nc1ccc2nc(C)n(CC(=O)Nc3ccccc3)c(=O)c2c1	?	2%	-11%	10%	-4%	?	-25%	-5%
O=C(Cn1cccc1C(=O)c1ccccc1)NCc1ccccc1	0%	10%	-13%	-6%	-2%	-13%	7%	.
COc1cccc([C@@H]2Oc3ccc(Br)cc3C[C@H]2O)c1	14%	.	-10%	1%	0%	6%	1%	.
Cc1[nH][nH]c(=O)c1N=Nc1ccccc1C#N	-2%	.	?	3%	-7%	-13%	-13%	.
O=C(c1ccncc1)N1CCC2(CC1)CN(C(c1ccccc1)c1ccccc1)C2	.	.	.	3%	-13%	14%	2%	.
Cc1ccc(NC(=O)CS(=O)CC(=O)N(CC(=O)NC2CCCC2)c2cc(C)ccc2C)cc1 (stereo not given)	9%	4%	-2%	.	-7%	8%	.	0%
COc1cccc(-c2nc(C(N)=O)c3[nH]c(=O)n(-c4ccccc4)c3n2)c1OC	-3%	-2%	-1%	-1%	i	5%	5%	-1%
CC(C)(C)c1ccc(C(=O)CSc2ncn[nH]2)cc1	?	13%	-6%	-1%	-11%	20µM*	27%	-1%
O=C(c1ccco1)c1cn(CC(=O)N2CCCCC2)c2ccccc12	-3%	?	-7%	.	-2%	2%	.	0%

# (continued)
Structure	JMJD2E inh	Lamin A splicing	Tau ThT inhib	Luc counter	RECQ1 inh	ALDH1A1 inh	SMN2 splice up	L3MBTL1 block
O=c1c(-c2ccccc2)nc2cnc(Oc3ccccc3)nc2n1C1CC1	.	.	.	1%	-12%	-12%	-36%[inhibitor]	.
COc1ccccc1N1CCN(C(=O)Cc2c(C(=O)O)[nH]c3ccc(Cl)cc23)CC1	5%	?	-8%	7%	-3%	-2%	-20%	5%
O=C(CC1NCCc2ccccc21)Nc1ccc(Cl)cc1 (stereo not given)	4%	-3%[46 µM]	-8%	-2%	i	?	-18%	10%
NC(=O)c1cccc2ccccc12	-7%	.	2%	.	-8%	.	.	8%
